Bioassay records as filed in PubChem BioAssay.
FXN GAA850 act – FXN promoter activators, primary screen, cell-based, luciferase luminescence, HEK293 lucGAA850. 0.56% of 360,000 active. HEK293 lucGAA850 FXN promoter luciferase reporter, 24 h; percent of 10 µM SAHA response. activation, % at 6 µM;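 active = activation above the average of all compounds screened plus 3 SD, cutoff fixed separately per campaign, cut at about 7.5% in these data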;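 note: 0% = DMSO wells and 100% = 10 µM SAHA wells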
hgDAF-12 ag – H. glycines DAF-12 receptor agonists, primary screen, cell-based, luminescence, HEK293, GAL4 fusion, UAS-luciferase | HEK293 GAL4-hgDAF12 UAS-luciferase reporter, agonist luminescence; normalized to butyrate control | AID 687014, 2013 | activation, % at 6.8 µM | 1.8% of 370,000 active;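 active = activation above a cutoff set at the mean of all screened compounds plus 3 SD, cut at about 10% in these data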;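 note: 0% = DMSO wells and 100% = sodium butyrate wells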
hcDAF12 agonist – H. contortus DAF-12 nuclear receptor activators, primary screen, cell-based, luminescence, HEK293, lit1-tk-luc reporter. 1.4% of 370,000 active. activation, % at 6.8 µM. HEK293 hcDAF-12 lit1-tk-luc reporter; 0% DMSO, 100% Δ7-dafachronic acid;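 active = activation above the mean of all tested compounds plus 3 SD, cut at about 5.5% in these data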;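 note: 100% = response to 3 µM Δ7-dafachronic acid high control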
HGIII-sPLA2 inh – human group III sPLA2 inhibitors, primary screen, biochemical, QFRET, BODIPY PC-A2 liposome substrate; AID 743126, 2013; QFRET BODIPY PC-A2 liposome hydrolysis, fluorescence; 0.56% of 370,000 active; Group 3 secretory phospholipase A2 (Homo sapiens), Q9NZ20; inhibition, % at 12.2 µM;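 active = inhibition above mean plus 3 SD of compounds lying within the high and low control bounds, cut at about 19% in these data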;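 note: 0% = median of test compound wells and 100% = no enzyme DMSO wells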
Target sequence (Q9NZ20 whole entry, looked up): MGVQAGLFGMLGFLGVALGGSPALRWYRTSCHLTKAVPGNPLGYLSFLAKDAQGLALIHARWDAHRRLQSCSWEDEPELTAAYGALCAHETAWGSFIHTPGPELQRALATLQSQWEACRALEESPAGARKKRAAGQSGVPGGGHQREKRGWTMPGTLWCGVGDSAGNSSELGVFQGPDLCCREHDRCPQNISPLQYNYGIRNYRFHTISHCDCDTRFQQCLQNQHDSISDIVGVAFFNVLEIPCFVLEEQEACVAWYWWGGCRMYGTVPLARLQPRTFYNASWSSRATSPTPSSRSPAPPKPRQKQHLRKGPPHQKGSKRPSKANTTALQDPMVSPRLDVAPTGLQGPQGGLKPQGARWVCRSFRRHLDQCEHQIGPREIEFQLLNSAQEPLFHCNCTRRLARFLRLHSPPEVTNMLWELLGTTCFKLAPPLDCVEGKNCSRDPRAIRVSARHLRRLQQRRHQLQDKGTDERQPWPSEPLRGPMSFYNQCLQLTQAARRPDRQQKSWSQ
PG9 binder – binders of HIV-1 gp120 antibody PG9, primary screen, biochemical, TR-FRET. inhibition, % at 6.7 µM. 0.43% of 360,000 active. HIV-1 gp120 / PG9 antibody interaction. AID 624416, 2012. TR-FRET gp120-PG9 antibody binding; in the data active = inhibition above about 8.5%
PLC-beta3 inh – human PLC-beta3 inhibitors, primary screen, biochemical, fluorescence | Purified PLC-beta3, fluorogenic substrate | inhibition, % at 12.2 µM | AID 720704, 2013 | 0.18% of 370,000 active; in the data active = inhibition above about 11%;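 note: 0% = median of compound wells on plate and 100% = full blocker control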
DAX1 inh-1 – DAX1 (NR0B1) inhibitors on StAR promoter, primary screen, cell-based, luminescence, SF-1 (NR5A1), full-length DAX-1. HEK293T StAR-luciferase reporter, SF-1/DAX-1 repression relief. inhibition, % at 6.8 µM. 1.1% of 370,000 active. AID 652010, 2013;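 active = inhibition above the mean over all tested compounds plus 3 SD, cut at about 3.6% in these data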;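 note: 0% = DAX-1 cells with DMSO and 100% = cells lacking DAX-1 with DMSO; higher inhibition means more luminescence from relief of DAX-1 repression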
SMARCA2 act – SMARCA2 (BRM) function activators, primary screen, cell-based, luminescence, high throughput; activation, % at 9.1 µM; MG213 cells, MMTV-luciferase reporter, dexamethasone, overnight; 1% of 370,000 active; in the data active = activation above about 7.8%;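 note: 0% = vehicle wells and 100% = reference activator wells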
DAX1 inh-2 – DAX1 (NR0B1) inhibitors, primary screen, cell-based, HEK293, Gal4-DAX1, luciferase luminescence; Nuclear receptor subfamily 0 group B member 1 (Homo sapiens), P51843; HEK293 Gal4-DAX1 luciferase reporter; inhibition, % at 6.75 µM; 0.99% of 340,000 active; AID 504766, 2011;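 active = inhibition above the mean over all tested compounds plus 3 SD, cut at about 4.2% in these data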;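 note: 0% = DAX1-transfected cells with DMSO and 100% = empty-vector control cells with DMSO; inhibition shows as a rise in luminescence from relieved DAX1 repression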
Rev-erbA mod – modulators of Rev-erb alpha DNA binding, primary screen, biochemical, FITC-DNA, fluorescence polarization, uHTS. Nuclear receptor subfamily 1 group D member 1 (Homo sapiens), P20393. Rev-erbα–FITC-DNA binding, 90 min. activity, % at 10 µM. 0.79% of 370,000 active. AID 1259318, 2017;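 active = activity above about 14%, limit read from the data; passing the limit was not always enough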;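 note: 0% = DMSO wells with 35 nM protein and 100% = DMSO wells with 750 nM protein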
Target sequence (P20393 whole entry, looked up): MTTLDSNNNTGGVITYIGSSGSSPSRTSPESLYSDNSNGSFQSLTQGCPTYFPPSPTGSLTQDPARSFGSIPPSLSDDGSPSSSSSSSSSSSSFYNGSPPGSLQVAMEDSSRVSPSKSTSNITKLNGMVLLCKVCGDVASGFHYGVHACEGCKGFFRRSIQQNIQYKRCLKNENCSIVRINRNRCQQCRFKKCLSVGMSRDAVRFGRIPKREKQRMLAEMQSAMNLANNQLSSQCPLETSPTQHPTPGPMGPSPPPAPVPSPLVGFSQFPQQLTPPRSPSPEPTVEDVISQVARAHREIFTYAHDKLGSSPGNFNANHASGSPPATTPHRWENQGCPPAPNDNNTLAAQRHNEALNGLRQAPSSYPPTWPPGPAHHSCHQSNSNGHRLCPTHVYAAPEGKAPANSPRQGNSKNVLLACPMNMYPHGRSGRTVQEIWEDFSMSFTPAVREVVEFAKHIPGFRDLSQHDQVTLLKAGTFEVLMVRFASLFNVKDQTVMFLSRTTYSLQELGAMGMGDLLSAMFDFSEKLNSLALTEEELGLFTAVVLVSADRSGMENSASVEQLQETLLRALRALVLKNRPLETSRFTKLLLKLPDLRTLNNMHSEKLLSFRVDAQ
ssDAF12 agonist – S. stercoralis DAF-12 nuclear receptor activators, primary screen, cell-based, luminescence, HEK293, GRIP1 co-expression, lit1-tk-luc | Nuclear hormone receptor DAF-12 (Strongyloides stercoralis) | HEK293 ssDAF-12/GRIP1 lit1-tk-luc reporter; % of 3 µM dafachronic acid response | activation, % at 6.8 µM | 1% of 370,000 active | AID 652126, 2013;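 active = activation above the mean over all tested compounds plus 3 SD, cut at about 0.9% in these data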;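 note: 0% = DMSO-only wells and 100% = 3 µM delta7-dafachronic acid wells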
* = called active by the depositor; . = not tested or not shown. This is a random part of the collection; 7% or so of the library scored in one or more.

SMILES	FXN GAA850 act	hgDAF-12 ag	hcDAF12 agonist	HGIII-sPLA2 inh	PG9 binder	PLC-beta3 inh	DAX1 inh-1	SMARCA2 act	DAX1 inh-2	Rev-erbA mod	ssDAF12 agonist
CC1(C)OC(=O)C(=CNC(CO)C(=O)O)C(=O)O1 (stereo not given)	-0.4	-0.9	-2.5	-2	1.4	0	0.4	2	0.5	8	-0.8
COC1(OC)N=C(N)C2(C#N)C(c3ccc(F)cc3)C12C#N (stereo not given)	1.7	1.7	-1.0	0	-1.7	-5	0.0	1	-0.8	-1	-1.2
COc1ccc(Cc2noc(-c3ccc(C)cc3)n2)cc1	2.0	1.6	-0.1	-5	-0.5	-4	0.6	3	2.2	3	-0.3
O=c1cc(CSc2ccc(S(=O)(=O)N3CCCCC3)cn2)nc2sccn12	1.0	-1.1	-0.3	-1	0.7	-1	-0.7	-3	-1.4	4	-1.5
CCc1nc(SCc2ccccc2C#N)n[nH]1	0.1	0.3	0.7	-2	-1.0	-6	0.1	3	2.1	-2	-1.4
CCOC(=O)COc1ccc(S(=O)(=O)NCC2CCCO2)cc1 (stereo not given)	-0.3	-0.3	0.5	0	-0.7	-2	-0.6	-1	0.6	2	-0.4
O=C(COC(=O)CCc1c[nH]c(=O)[nH]1)Nc1ccccc1Cl	2.8	-0.5	-0.2	2	-2.2	-16	-0.1	-2	-0.1	6	-0.9
CC(=O)c1cc2c(cc1NC(=O)c1cc(C)nn1-c1ccccc1)OCO2	-6.0	-1.4	-1.6	-2	0.9	-18	-0.3	1	1.5	8	-0.8
O=S(=O)(c1ccc(F)cc1)N1CCn2c(nc3ccccc32)C1	1.2	-0.5	2.4	1	-0.7	4	0.5	-2	1.0	2	-1.1
O=C(Nc1cccc(Cl)c1)c1csc([C@@H]2C[C@H](O)[C@@H](CO)O2)n1	3.4	0.7	0.7	8	0.8	4	0.5	0	.	-5	-0.7
O=C(NC1CCCCC1)c1c(O)nc2sccn2c1=O	2.8	1.8	-0.7	11	1.5	-2	1.0	0	0.2	-9	-0.4
CC(C)(C)C(=O)Nc1nnc(-c2ccccc2)c(-c2ccccc2)n1	2.1	-0.1	-0.3	19	-1.4	-67	-0.3	-6	1.1	-2	-1.3
O=C(O)c1ccccc1N/N=C/c1cc(Br)cc(Br)c1O	9.3*	7.0	2.0	-3	-1.2	-16	3.5	5	5.6*	4	-1.1
O=S(=O)(Nc1ncccn1)c1ccc(NC(=S)NCCc2ccccc2)cc1	3.5	-3.7	-0.7	-5	-0.9	-5	3.3	3	-0.8	-1	0.0
CCOC(=O)C(NCCc1ccccc1)(NC(=O)CC)C(F)(F)F (stereo not given)	1.2	-1.6	-0.6	4	-3.7	10	-0.7	-5	-0.3	-4	-0.3
COc1ccc(-c2cc(=O)[nH][nH]2)cc1	-3.1	-1.5	-2.4	-42	-0.5	-1	-1.3	1	-1.0	1	-1.2
CC(=O)NC1N=C(C)N(c2ccccc2)C1=O (stereo not given)	-0.6	-2.3	-0.1	2	-1.4	0	0.2	0	-0.4	4	-1.1
COc1ccc(C(=O)c2c(C)oc3cc([N+](=O)[O-])c(O)c([N+](=O)[O-])c23)cc1	-2.3	-1.2	1.2	-12	-0.8	4	-0.7	3	-1.1	11	-1.1
Cc1cc(C)c(S(N)(=O)=O)c(C)c1N(C)S(=O)(=O)c1ccc(Cl)cc1	-2.0	-3.7	0.8	-7	-0.8	-5	-0.3	-2	0.4	1	-0.9
COc1cccc(=O)c2c(C)n(CC(=O)c3ccccc3)c(C)c12	4.7	-0.6	0.7	1	-0.3	-55	0.0	-5	-0.6	-3	1.5*
COc1cccc(NC(=O)CN(C)C(=O)CCNC(=O)c2ccccc2Cl)c1	0.5	1.1	0.6	5	-1.0	-8	1.2	-1	0.8	2	-1.4
Cc1c(NS(=O)(=O)c2ccc(NCCN3CCOCC3)c([N+](=O)[O-])c2)c(=O)n(-c2ccccc2)n1C	-0.7	-1.3	-2.0	-4	-1.6	0	-0.2	0	-0.4	5	-0.7
CCCCn1c(C)nc2c(=O)n(C)c(=O)[nH]c21	-2.4	1.6	-0.3	0	0.6	-3	0.1	-2	-0.7	1	-1.6
CC1(C)N=C(SCC(=O)Nc2ccc(Cl)cc2)C(c2ccc(Cl)cc2)=N1	-1.0	-3.4	-1.9	-11	0.3	0	-1.8	-4	-1.4	1	-1.0
CCCNC(=O)C1(C)CCCN(C(=O)c2ccc(C)c(F)c2)C1 (stereo not given)	0.3	-0.1	-1.0	3	0.8	6	-0.3	1	.	-4	-1.2
O=C(OCC(=O)N1CCC(Cc2ccccc2)CC1)c1ccc(O)cc1	-1.4	2.3	-0.1	-32	-1.0	0	0.4	-2	0.4	-4	-0.9
CCc1nc2ccc(C(=O)Nc3cc(-c4ccccc4)ccc3OC)cn2c1N(C)C(=O)c1cccc(OC)c1	-6.7	-2.2	-3.8	12	0.4	-7	0.3	-8	.	10	-2.1
Cc1ccc(S(=O)(=O)N(CCC(=O)NCc2ccccc2F)c2ccccc2)cc1	0.9	-1.8	0.4	-8	0.5	3	-2.8	-3	1.1	4	-1.0
CC1(Oc2cccc(Cl)c2)CCN(Cc2ccc(OC(F)(F)F)cc2)C1 (stereo not given)	2.5	0.5	-0.2	3	-1.4	0	-0.5	-1	.	-4	-1.2
COc1ccccc1N(CC(=O)NCc1ccccc1C)S(=O)(=O)c1ccc(C)cc1	-0.6	-2.4	-3.1	-6	0.4	-6	-0.8	-4	-1.7	-6	-1.6

Already shown: an excerpt of the list.
SMILES	FXN GAA850 act	hgDAF-12 ag	hcDAF12 agonist	HGIII-sPLA2 inh	PG9 binder	PLC-beta3 inh	DAX1 inh-1	SMARCA2 act	DAX1 inh-2	Rev-erbA mod	ssDAF12 agonist
O=C(OCC(=O)N1CCC(Cc2ccccc2)CC1)c1ccc(O)cc1	-1.4	2.3	-0.1	-32	-1.0	0	0.4	-2	0.4	-4	-0.9
CCc1nc2ccc(C(=O)Nc3cc(-c4ccccc4)ccc3OC)cn2c1N(C)C(=O)c1cccc(OC)c1	-6.7	-2.2	-3.8	12	0.4	-7	0.3	-8	.	10	-2.1

Next results follow.
SMILES	FXN GAA850 act	hgDAF-12 ag	hcDAF12 agonist	HGIII-sPLA2 inh	PG9 binder	PLC-beta3 inh	DAX1 inh-1	SMARCA2 act	DAX1 inh-2	Rev-erbA mod	ssDAF12 agonist
O=c1nc(N2CCOCC2)nc2n1CCO2	-0.6	0.7	-1.1	2	-2.5	1	0.4	2	0.6	2	-0.8
COc1ccc([N+](=O)[O-])cc1Nc1ncnc2ccccc12	1.2	-4.0	-2.3	0	-1.8	-2	0.4	0	-1.4	1	-1.3
CC(=O)NC(NC(=S)Nc1cccc(Br)c1)C(Cl)(Cl)Cl (stereo not given)	0.2	-0.3	-0.4	-5	0.0	-6	-0.3	-3	-0.4	3	-1.6
CC(=O)c1cccc(NC(=O)N2CCOCC2)c1	0.2	0.6	-0.5	0	-1.9	-5	0.4	1	0.3	2	-1.1
CC(C)(C)NS(=O)(=O)c1ccc2c(c1)oc(=O)c1cc(S(=O)(=O)NC(C)(C)C)ccc12	0.7	0.0	-1.1	-11	5.5	0	-0.8	-1	-1.2	-7	-1.5
O=C(COC(=O)/C=C/c1cccc(F)c1)NC1CCCC1	-1.4	3.1	0.6	0	-1.4	-4	0.7	0	0.0	-4	-0.5
CC(=O)c1ccc(N(C(=O)Cn2nnc3ccccc32)C(C(=O)NC2CCCCC2)c2cn(C)nc2C)cc1 (stereo not given)	1.7	-1.9	-1.7	1	-0.4	7	-0.2	0	0.4	2	-0.9
O=C(N/N=C/c1cccs1)/C(=C/c1ccccc1)NC(=O)c1ccccc1	1.9	3.3	0.9	2	0.1	-8	-0.4	-2	-1.2	-2	-0.7
Cc1ccccc1C(=O)NCC(=O)OCCCOC(=O)CNC(=O)c1ccccc1C	-3.1	-2.1	-1.5	0	0.3	2	0.4	-1	0.7	0	-0.7
O=C1CCC(C(=O)NCc2ccccc2)N1 (stereo not given)	0.6	-0.9	-1.9	8	1.3	-8	-0.1	-3	-0.9	1	-1.5
CCCOc1ccc(CNC(=S)Nc2ccccc2)cc1Cl	0.2	-3.2	-1.6	-20	-1.4	-4	-0.2	-3	1.5	5	-1.2
CCCCn1c(N)c(N(CCOC)C(=O)CSc2ccc([N+](=O)[O-])cc2)c(=O)[nH]c1=O	-1.2	-0.6	-0.5	7	0.5	-6	-1.3	-1	-1.2	4	-0.4
NC(=O)C1=C[C@@H](c2ccccc2)C[C@@H](OCc2ccc(CO)cc2)O1	1.1	-1.6	-0.3	2	-0.9	-3	-0.1	2	1.4	-2	-1.1
O=C(NC1CC(=O)c2sccc21)c1cccc(C(F)(F)F)c1 (stereo not given)	2.3	0.5	-1.1	-4	1.8	-1	1.8	-1	0.2	-4	-1.4
O=C(COC(=O)[C@@H]1CCCN1C(=O)c1cccs1)Nc1cccc([N+](=O)[O-])c1	-0.6	2.8	-0.3	-13	-2.1	4	0.2	-4	0.4	-1	-1.2
O=C(COc1ccccc1[N+](=O)[O-])NNC(=O)Nc1cccc2ccccc12	2.0	-0.2	3.3	-15	-1.5	-33	0.2	0	0.2	1	-0.8
Cc1ccc(CNc2ccc(N3CCOCC3)c(C(=O)O)c2)s1	4.6	-0.8	-0.8	5	-1.4	-48	-0.2	-2	0.1	0	-1.6
Cc1cc(=O)c2c(C)ccc(C)c2[nH]1	0.2	0.3	-0.7	0	-1.9	-5	0.1	-2	1.2	2	-0.6
NS(=O)(=O)c1ccc(NS(=O)(=O)c2ccc3c(c2)OCCO3)cc1	-0.1	-2.7	-1.4	0	-3.1	-1	0.5	-1	-1.4	5	-1.1
COc1cccc(CC(=O)N2CCN(S(=O)(=O)c3ccc(Br)cc3)CC2)c1	2.1	1.1	-0.4	-6	2.0	5	-1.3	1	1.8	7	-0.7
CCCCCCCCOC(=O)c1c(CSC(=N)N)n(C)c2cc(Br)c(OC(C)=O)cc12	0.1	2.2	0.3	16	-0.8	-4	0.3	3	.	2	-0.5
CCOC(=O)C1CCN(C(=O)c2ccccc2NS(=O)(=O)c2ccccc2)CC1	-1.6	-0.8	-0.8	-3	1.5	-10	-0.6	-3	0.2	-3	-1.4
O=C(NCCc1c[nH]c2ccccc12)OCc1cn(Cc2ccc(F)c(F)c2)nn1	.	-0.5	3.7	-81	.	-4	0.1	-2	.	-5	-1.2
CC(C)Oc1ccc(Br)cc1C(=O)N/N=C/c1c[nH]c2ccccc12	-2.4	3.9	1.7	-21	-0.5	-89	-1.4	-3	0.0	3	-0.5
